HTR1E agonist: activates the human 5-HT1E serotonin receptor | P28566 | CHO 5-HT1E Ga15 NFAT-bla reporter, FRET; 0% DMSO wells, 100% control agonist wells | activation, % at 6 µM | actives 0.69% (n = 65,000);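 active means activation above a set limit, the screen-wide mean activation plus 3 SD, cut at about 8.5% in these data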;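 further: 100% = positive control agonist at 1 µM giving full maximal response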
5HT1E antag: 5-HT1E (human) receptor antagonism; P28566; CHO 5-HT1E Ga15 NFAT-bla reporter, FRET, antagonist; inhibition, % at 6 µM; actives 0.99% (n = 65,000); AID 571;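 active means inhibition above a set limit, the mean inhibition across every tested compound plus 3 SD, cut at about 29% in these data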;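 further: signal is the 460 over 535 nm emission ratio of beta-lactamase substrate; 0% = agonist plus DMSO wells and 100% = wells without agonist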
NADH coupling: inhibitors of enzymes used to reach an NAD/NADH endpoint. coupled PK/LDH NADH assays, four targets. IC50, µM (titrated, usually from 10 µM), for inactives: at the highest dose inhibition. actives 0.02% (n = 65,000). AID 774;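 active means single-dose screening hits from any of four coupled enzyme assays that gave an IC50 when retested across doses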;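 further: the DPM-DC format reads NADH fluorescence rather than 340 nm absorbance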
RORA act: activates the human nuclear receptor RORA. P35398. CHO-K1 Gal4-RORA LBD luciferase reporter, luminescence; percent increase over mock-subtracted basal signal. activation, % at 10 µM. actives 1.5% (n = 65,000);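 active means activation above the mean of all tested compounds plus 3 SD, cut at about 49% in these data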;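 further: 0% = DMSO-treated RORA cells and 100% = added signal equal to DMSO minus mock-transfected cells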
Target sequence (P35398 whole entry, looked up, the tested form may be a part): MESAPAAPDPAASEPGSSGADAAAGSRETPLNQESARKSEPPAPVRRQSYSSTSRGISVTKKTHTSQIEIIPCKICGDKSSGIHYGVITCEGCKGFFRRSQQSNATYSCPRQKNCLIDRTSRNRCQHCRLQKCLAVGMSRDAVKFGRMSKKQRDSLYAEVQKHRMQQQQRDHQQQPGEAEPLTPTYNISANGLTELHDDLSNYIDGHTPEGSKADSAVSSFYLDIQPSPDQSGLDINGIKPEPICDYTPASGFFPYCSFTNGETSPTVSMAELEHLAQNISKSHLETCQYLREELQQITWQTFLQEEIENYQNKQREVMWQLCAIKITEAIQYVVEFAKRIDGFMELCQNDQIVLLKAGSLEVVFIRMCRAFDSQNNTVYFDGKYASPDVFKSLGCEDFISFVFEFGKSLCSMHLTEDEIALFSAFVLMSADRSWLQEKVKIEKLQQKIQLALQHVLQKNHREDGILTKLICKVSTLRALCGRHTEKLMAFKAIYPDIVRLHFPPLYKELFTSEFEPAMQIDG
5HT1a antag: 5-HT1a (human) receptor antagonism; P08908; CHO 5-HT1a Ga15 NFAT-bla reporter, antagonist mode; inhibition, % at 10 µM; actives 0.68% (n = 62,000);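 active means inhibition above the mean of all tested compounds plus 3 SD, cut at about 43% in these data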;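 further: receptor stimulated by 5-CT agonist at 100 nM near EC80; beta-lactamase reporter measured by ratiometric fluorescence of a cleavable substrate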
MMP-13 inhibitor: inhibitors of human MMP13; inhibition, % at 4 µM; MMP-13 fTHP FRET cleavage, Mca fluorescence; actives 0.07% (n = 65,000);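 active means inhibition above the mean of compound-free control plate wells plus 3 SD, cut at about 14% in these data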;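 further: 0% = DMSO wells and 100% = wells with reference MMP-13 inhibitor after basal subtraction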
tolC growth inh: E. coli tolC mutant growth inhibition | E. coli BW25113 tolC mutant growth, OD615 | growth inhibition, % at 10 µM (by protocol) | actives 2.2% (n = 65,000);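 active means growth inhibition at or above a cutoff equal to the mean over every tested compound plus 3 SD, cut at about 60% in these data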;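 further: growth measured after 20 h incubation at 37 °C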
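Test system: tolC-deleted E. coli BW25113; medium: LB with kanamycin 50 µg/mL; compound: single-point testing at 10 µM; incubation: 20 h compound exposure of bacteria at 37 °C; signal: OD at 615 nm; evaluation: growth inhibition in percent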
5HT1a ag: agonists of human 5-HT1a serotonin receptor; P08908; CHO 5-HT1a Ga15 NFAT-bla reporter, FRET ratio; 0% basal, 100% maximal reference agonist; activation, % at 10 µM; actives 0.56% (n = 65,000); AID 567;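 active means activation above the screen-wide mean activation plus 3 SD, cut at about 19% in these data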;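 further: 0% = DMSO wells and 100% = 5-CT at EC100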
SF-1 act: activators of human nuclear receptor SF-1. Q13285. CHO-K1 Gal4-SF-1 LBD luciferase reporter; % increase over DMSO SF-1-specific signal. activation, % at 10 µM. actives 1.9% (n = 65,000). AID 522;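 active means activation above the mean activation of all tested compounds plus 3 SD, cut at about 50% in these data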
Target sequence (Q13285 whole entry, looked up, the tested form may be a part): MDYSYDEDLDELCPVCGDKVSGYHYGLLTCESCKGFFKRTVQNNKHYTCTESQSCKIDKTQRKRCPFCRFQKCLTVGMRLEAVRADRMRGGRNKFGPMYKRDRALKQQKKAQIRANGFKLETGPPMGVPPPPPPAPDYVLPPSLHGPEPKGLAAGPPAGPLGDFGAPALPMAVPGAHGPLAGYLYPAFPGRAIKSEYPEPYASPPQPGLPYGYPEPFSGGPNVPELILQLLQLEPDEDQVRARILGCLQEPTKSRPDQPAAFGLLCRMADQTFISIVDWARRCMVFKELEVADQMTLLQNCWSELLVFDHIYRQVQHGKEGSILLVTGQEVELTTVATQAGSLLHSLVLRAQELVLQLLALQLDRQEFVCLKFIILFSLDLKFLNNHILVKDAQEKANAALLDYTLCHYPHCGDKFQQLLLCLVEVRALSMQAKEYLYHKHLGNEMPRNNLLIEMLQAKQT
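Compound – one dose, 10 µM compound, 1% DMSO · Test system – transient Gal4-SF-1 LBD reporter, CHO-K1 · Input – 4,000 cells in each well · Read-out basis – percent activation relative to DMSO median and mock-transfected background · Replicates – single measurement per compound · Technique – steady-glow luciferase luminescence, read after 15 min reagent incubation · Timing – 20 h compound treatment, 37 °C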
The depositor's hits bear a star; i = inactive; . = no result given; [ ] = remark or other dose.

1. O=C(CSc1nc(-c2ccco2)cc(C(F)(F)F)n1)N1CCc2ccccc2C1
2. O=C(CN1CCN(c2ccc(Cl)cc2)CC1)Nc1cccc(F)c1
3. COc1ccc(Cn2nnnc2C(C(C)C)N2CCc3ccccc32)cc1 (centres undefined)
4. O=C(Nc1ccc2c(c1)OCO2)N1CCN(c2ncccn2)CC1
5. Cc1cc2ccccc2c(=O)n1CC(=O)Nc1ccc2c(c1)OCO2
assay / entry,1,2,3,4,5
HTR1E agonist,0.5,-0.8,-0.5,-0.3,-1.1
5HT1E antag,-3,-1,15,17,0
NADH coupling,11%,4%,2%,4%,5%
RORA act,-6,15,-3,39,-3
5HT1a antag,4,11,22,6,-3
MMP-13 inhibitor,-1,-2,1,0,-7
tolC growth inh,27,51,73*,2,-2
5HT1a ag,-1.3,-0.4,-0.8,-5.3,0.5
SF-1 act,6,13,0,6,-7

6. COc1ccccc1C(=O)NCCNC(=O)c1ccco1
7. Cc1ccc(CNC(=O)c2cc3c(=O)n4ccccc4nc3n(CC3CCCO3)c2=N)cc1 (centres undefined)
8. CC1CCCCN1C(=O)CSc1nc(C2CC2)nc2c1cnn2-c1ccccc1 (centres undefined)
9. CCOc1ccccc1NS(=O)(=O)c1c(C)noc1C
10. O=C(Cc1ccc(S(=O)(=O)N2CCCC2)s1)N1CCOCC1
assay / entry,6,7,8,9,10
HTR1E agonist,0.5,3.8,-0.1,-1.0,-1.6
5HT1E antag,-13,-13,12,-11,7
NADH coupling,2%,5%[fluoresces],3%,4%,9%
RORA act,-10,-4,-4,-21,-1
5HT1a antag,-5,.,9,-11,9
MMP-13 inhibitor,2,i[fluorescence artefact?],-1,0,-9
tolC growth inh,2,9,67*,-20,3
5HT1a ag,-1.1,32*,1.1,-2.9,-0.3
SF-1 act,-1,1,-19,-10,10

Copied from the results shown for reference:
8. CC1CCCCN1C(=O)CSc1nc(C2CC2)nc2c1cnn2-c1ccccc1 (centres undefined)
9. CCOc1ccccc1NS(=O)(=O)c1c(C)noc1C
10. O=C(Cc1ccc(S(=O)(=O)N2CCCC2)s1)N1CCOCC1
assay / entry,8,9,10
HTR1E agonist,-0.1,-1.0,-1.6
5HT1E antag,12,-11,7
NADH coupling,3%,4%,9%
RORA act,-4,-21,-1
5HT1a antag,9,-11,9
MMP-13 inhibitor,-1,0,-9
tolC growth inh,67*,-20,3
5HT1a ag,1.1,-2.9,-0.3
SF-1 act,-19,-10,10

Further entries
11. O=C(CSc1nc2ccccc2o1)c1cc2ccccc2oc1=O
12. CC12C(=O)N(CCC(=O)O)C(=O)C1C1C=CC2C1 (centres undefined)
13. CCCCn1c2c(c(=O)n(C)c1=O)C(CC(=O)OCC(=O)Nc1cccc(C(F)(F)F)c1)C(=O)N2 (centres undefined)
14. Cc1nn(-c2ccccc2)c2c1C(c1ccc(F)cc1F)C(C#N)=C(N)O2 (centres undefined)
15. C=CCN(C(=O)CCC(=O)Nc1cc(C)on1)C(C(=O)NC1CCCC1)c1cccnc1 (centres undefined)
assay / entry,11,12,13,14,15
HTR1E agonist,-0.4,0.1,-1.2,-0.3,0.0
5HT1E antag,2,-5,8,6,-7
NADH coupling,5%,2%,5%,3%,3%
RORA act,29,-9,1,-8,-6
5HT1a antag,17,-9,3,.,-8
MMP-13 inhibitor,-100[fluorescence artefact?],-1,-4,3,4
tolC growth inh,2,-11,5,5,-14
5HT1a ag,-0.6,0.0,-0.3,-1.2,-2.2
SF-1 act,17,6,-5,-12,-10

16. N#CC1=C(N)OC2=C(C(=O)CCC2)C1c1ccsc1 (centres undefined)
17. Cc1ccc2cc3cc(C(=O)NCc4ccco4)oc3nc2c1
18. CCC(C)Sc1nc2c(cnn2-c2ccc(C)c(C)c2)c(=O)[nH]1 (centres undefined)
19. Cc1ccc(C)c(Cn2c(=O)c3c(nc4n3CCN4Cc3ccco3)n(C)c2=O)c1
20. O=C1NC(c2cc3c(cc2Cl)OCO3)Oc2ccccc21 (centres undefined)
assay / entry,16,17,18,19,20
HTR1E agonist,0.5,-0.3,-0.2,0.6,-0.8
5HT1E antag,-24,4,8,8,13
NADH coupling,5%,8%[fluoresces],1%,7%,4%
RORA act,-4,-4,-3,-8,6
5HT1a antag,-2,1,-16,9,23
MMP-13 inhibitor,1,-47,-2,4,-1
tolC growth inh,-10,7,2,-2,27
5HT1a ag,0.3,0.0,0.6,-3.4,-0.6
SF-1 act,6,-4,-22,-7,-2

21. O=S(=O)(c1ccc(Oc2ccc(Br)cc2)cc1)N1CCOCC1
22. O=C(Nc1cccc(Cl)c1)c1ccncc1
23. O=C1Cc2ccccc2N1c1ccccc1
24. Cc1cccc(C)c1NC(=O)C1(N(Cc2ccco2)C(=O)c2ccccn2)CCCC1
25. O=C(NC1CCCCC1)c1ccc(Br)o1
assay / entry,21,22,23,24,25
HTR1E agonist,0.2,0.8,-0.4,-0.8,-0.4
5HT1E antag,0,-2,14,1,5
NADH coupling,4%,2%,0%,5%,8%
RORA act,-6,2,-8,4,2
5HT1a antag,11,-10,-7,14,6
MMP-13 inhibitor,1,4,2,1,0
tolC growth inh,53,1,8,6,-6
5HT1a ag,-2.5,-3.4,-2.2,-3.2,0.4
SF-1 act,-6,-11,-12,-12,4

26. C1=C(c2ccc(-c3ccccc3)cc2)Nc2ncnn2C1c1ccco1 (centres undefined)
27. O=C(Nc1ccccc1C(=O)OC1CCOC1=O)c1ccco1 (centres undefined)
28. O=C(NCc1cccnc1)C1CC(=O)N(c2ccc(Cl)cc2)C1 (centres undefined)
29. CN1C(=O)NC(NC(=O)c2ccco2)(C(F)(F)F)C1=O (centres undefined)
30. NS(=O)(=O)c1cc2c(cc1Cl)NC(CSCc1ccccc1)=NS2(=O)=O
assay / entry,26,27,28,29,30
HTR1E agonist,0.3,0.2,-0.8,0.2,0.4
5HT1E antag,12,-1,-12,5,0
NADH coupling,9%[fluoresces],6%,3%,8%,4%
RORA act,41,-16,-10,-4,4
5HT1a antag,-3,1,-2,.,.
MMP-13 inhibitor,-191[fluorescence artefact?],-8,2,-12,4
tolC growth inh,12,-5,3,-10,15
5HT1a ag,-1.6,-3.1,1.0,2.9,-2.7
SF-1 act,33,12,-10,6,1

31. O=C(Nc1cccc2ccccc12)c1cnccn1
32. O=C1C2CC=CCC2C(=O)N1CC(=O)N(Cc1ccccc1)C1CCS(=O)(=O)C1 (centres undefined)
33. CC(C)(C)OC(=O)N1CCC[C@H]1c1nnc(SCc2ccccc2F)o1
34. CC1(CCc2ccc3c(c2)OCO3)NC(=O)c2ccccc2N1 (centres undefined)
35. Cc1ccsc1C1NC(=O)c2c(sc3c2CCN(C)C3)N1 (centres undefined)
assay / entry,31,32,33,34,35
HTR1E agonist,0.1,-0.1,0.1,-0.2,1.0
5HT1E antag,-4,1,-1,8,-8
NADH coupling,3%,9%,5%,5%[fluoresces],9%
RORA act,15,-20,7,5,12
5HT1a antag,3,-2,3,8,-2
MMP-13 inhibitor,-2,-3,5,-64[fluorescence artefact?],-41
tolC growth inh,-9,-2,17,23,-6
5HT1a ag,-2.6,0.3,-0.4,-1.9,1.4
SF-1 act,63*,-5,-16,8,14

36. COc1ccc(CCNC(=O)CSc2nc(C)nc3c2c(=O)n(C)c(=O)n3C)cc1OC
37. CC(=O)c1c(C)n(-c2ccccc2)c2ccc(OCC(O)CN3CCOCC3)cc12 (centres undefined)
38. CCCNC(=O)Cn1cnc2sc(C(=O)NCCN(CC)CC)c(C)c2c1=O
39. Cn1cnc(S(=O)(=O)Nc2ccc(C(F)(F)F)cc2)c1
40. Cc1occc1C(=O)Nc1cccc(Cn2cccn2)c1
assay / entry,36,37,38,39,40
HTR1E agonist,0.5,-0.5,0.1,0.1,-0.4
5HT1E antag,7,-2,-2,-1,8
NADH coupling,1%,3%,2%,2%,2%
RORA act,-9,1,-15,2,14
5HT1a antag,3,1,3,-7,2
MMP-13 inhibitor,-6,6,3,-5,4
tolC growth inh,-1,14,-8,-3,-3
5HT1a ag,0.5,1.4,-3.7,0.2,-3.0
SF-1 act,10,-8,0,14,13

41. Cc1cc2cc(C)c3nnc(SCC(=O)NCc4ccco4)n3c2cc1C
42. c1ccc(OCc2nc3ccccc3[nH]2)cc1
43. COc1ccc(Cc2nn3c(-c4ccccc4OC)nnc3s2)cc1
44. OCCSc1nncn1/N=C/c1c[nH]c2ccccc12
45. O=C(COc1ccc(F)cc1)Nc1ccc(-n2cnnn2)cc1
assay / entry,41,42,43,44,45
HTR1E agonist,-1.6,0.2,0.5,1.1,-1.5
5HT1E antag,11,0,18,7,10
NADH coupling,6%,2%,6%,6%,1%
RORA act,4,44,-14,15,-16
5HT1a antag,-16,-2,5,7,8
MMP-13 inhibitor,-6,-6,-3,2,-1
tolC growth inh,10,29,25,-9,6
5HT1a ag,3.4,-1.5,-1.6,-3.8,-4.0
SF-1 act,-12,47,24,12,-12

46. Cc1ccc(N2CC(C(=O)NCc3ccc4c(c3)OCO4)CC2=O)cc1C (centres undefined)
47. O=C(NCCO)c1cc2ccccc2c(=O)s1
48. CC(C)OC(=O)CSc1nnc(-c2ccco2)n1N
49. O=C(Nc1ncnc2sc3c(c12)CCCCC3)c1ccco1
50. CCn1c(SCC(=O)N2CCCC2)nnc1-c1ccc(S(=O)(=O)N2CCCCCC2)cc1
assay / entry,46,47,48,49,50
HTR1E agonist,-0.2,0.1,-1.0,-0.6,-0.6
5HT1E antag,-1,-13,-3,-1,-2
NADH coupling,0%,7%,10%,4%,2%
RORA act,-34,-4,2,-19,14
5HT1a antag,-4,-6,-7,-3,-1
MMP-13 inhibitor,-2,2,3,-1,-1
tolC growth inh,-2,-4,-23,-6,0
5HT1a ag,-1.1,-2.6,-0.4,-0.1,1.8
SF-1 act,2,-8,-20,0,1

51. Cn1c(=O)c2c(nc(CN3CCN(C(=O)c4ccco4)CC3)n2Cc2cccc(Cl)c2)n(C)c1=O
52. COc1cccc(CNc2nc3nc(C)cc(C)n3n2)c1
53. CCN(c1cccc(C)c1)S(=O)(=O)c1ccc2[nH]c(=O)c(=O)[nH]c2c1
54. CCCNC(=O)CN(C1CCCCC1)S(C)(=O)=O
assay / entry,51,52,53,54
HTR1E agonist,0.5,0.1,-0.4,-0.9
5HT1E antag,-3,2,8,2
NADH coupling,6%,7%,2%,8%
RORA act,30,9,-1,-11
5HT1a antag,-5,1,-3,-3
MMP-13 inhibitor,5,-29,-4,0
tolC growth inh,7,-7,-26,-4
5HT1a ag,1.0,2.6,-0.9,1.3
SF-1 act,-1,7,-5,-10

Source: PubChem BioAssay
